# APP 5'UTR act = activators of APP 5'UTR luciferase reporter, primary screen, SH-SY5Y cells; SH-SY5Y APP 5'UTR luciferase reporter, luminescence; zero percent = DMSO vehicle wells; activation, % at 2 µM; 190,000 tested, 1% active;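 active = activation above a set limit, based on mean plus 3 SD of controls, cut at about 140% in these data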; note: values of inactives mirror those of a sister screen read the other way
# FLuc inhib CS = firefly luciferase enzyme inhibitors, primary screen, artefact control for luciferase-based inhibitor screens, biochemical, luminescence, ATPLite | 10 min | inhibition, % at 10 µM | 200,000 tested, 1.5% active;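 active = inhibition above about 50% when tested at 10 µM, limit read from the data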
# Target sequence (P08659 whole entry, looked up): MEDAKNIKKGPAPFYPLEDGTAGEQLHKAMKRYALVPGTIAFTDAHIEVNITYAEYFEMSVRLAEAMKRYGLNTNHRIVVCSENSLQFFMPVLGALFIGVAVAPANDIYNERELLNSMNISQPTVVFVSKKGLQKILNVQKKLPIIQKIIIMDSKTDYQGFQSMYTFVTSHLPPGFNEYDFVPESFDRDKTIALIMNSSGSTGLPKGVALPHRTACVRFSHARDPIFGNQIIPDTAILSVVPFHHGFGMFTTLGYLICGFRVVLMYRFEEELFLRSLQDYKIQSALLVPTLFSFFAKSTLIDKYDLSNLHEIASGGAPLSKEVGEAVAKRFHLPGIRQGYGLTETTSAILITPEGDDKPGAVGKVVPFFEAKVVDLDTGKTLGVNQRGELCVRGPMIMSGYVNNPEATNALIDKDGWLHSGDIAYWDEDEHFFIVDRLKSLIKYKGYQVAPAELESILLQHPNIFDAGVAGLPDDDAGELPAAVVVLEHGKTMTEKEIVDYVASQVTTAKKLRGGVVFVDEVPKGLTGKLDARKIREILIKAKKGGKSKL
# STAT3 inh = IL-6 driven STAT3 reporter inhibitors, primary screen, U3A cells, luciferase, luminescence, MLSCN library; IL-6 STAT3-luciferase reporter; host cell line lacks STAT1; inhibition, % at 5.5 µM; 190,000 tested, 0.89% active; AID 862, 2007;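 active = inhibition above the mean inhibition across all screened compounds plus 3 SD, cut at about 44% in these data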;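 note: 0% = DMSO only wells and 100% = 100 µM nifuroxazide control wells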
# RAM network inh = inhibitors of the yeast RAM network, primary screen, dse1pr::URA3 reporter, 5-FOA selection | S. cerevisiae dse1pr::URA3 reporter, 5-FOA growth OD615, 2 d; analog-sensitive cbk1-as2 kinase mutant strain | inhibition, % at 50 µM | 190,000 tested, 1.8% active | AID 868, 2007;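 active = inhibition above a set limit, 3 SD over mean compound inhibition, cut at about 8.4% in these data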;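 note: 0% = DMSO-only wells with no growth and 100% = 10 µM 1-NA-PP1 full growth; inhibition rescues growth on 5-FOA so higher OD means more RAM inhibition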
# STAT1 inh = STAT1 signaling inhibitors, primary screen, cell-based, HTS, luciferase reporter; NIH 3T3 STAT1-luciferase reporter, IFN-gamma, luminescence; inhibition, % at 5.5 µM; 200,000 tested, 0.35% active; AID 920, 2007;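 active = inhibition above a set limit, the mean inhibition across all tested compounds plus 3 SD, cut at about 34% in these data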;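 note: 0% = IFN-gamma with DMSO and 100% = IFN-gamma with 300 µM nifuroxazide; values of inactives mirror those of a sister screen read the other way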
# NF-kB expr up = activators of NF-kB expression in neurons, primary screen, cell-based, HTS | human neuronal cells, NF-kB reporter expression; stronger effect = higher value | fold change at 12.5 µM | 190,000 tested, 1.6% active | AID 1239, 2008; in the data active = fold change above about 3.3
# Hsp70 activator = Hsp70 transcriptional activators, primary screen, cell-based, HeLa, Hsp70 promoter luciferase, luminescence, 10 µM. HeLa Hsp70 promoter luciferase reporter; scaled: vehicle 0, proteasome-inhibitor control 100%. activation, % at 10 µM. 200,000 tested, 0.04% active. AID 1203, 2008;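 active = activation above the mean across all tested compounds plus 3 SD, cutoff set per campaign, cut at about 5.5% in these data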;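 note: 100% = MG132 at 30 µM as the positive control and 0% = DMSO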
# STAT1 act = STAT1 signaling activators, primary screen, cell-based, HTS, luciferase reporter; NIH 3T3 STAT1-luciferase reporter, IFN-gamma, luminescence; 100% = IFN-gamma alone, no compound; activation (% of control), % at 5.5 µM; 200,000 tested, 2.6% active;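 active = activation above the screen-wide mean activation plus 3 SD, cut at about 130% in these data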;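 note: raw ratio to IFN-gamma control signal so 100% means no change and 0% no light; values of inactives mirror those of a sister screen read the other way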
# APP 5UTR inh = inhibitors of APP translation via 5'UTR reporter, primary screen, APP 5'UTR luciferase, SH-SY5Y cells; SH-SY5Y APP 5'UTR-luciferase reporter, luminescence; 190,000 tested, 0.82% active; inhibition, % at 2 µM;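 active = inhibition above a set limit, derived from the sample mean plus 3 SD, cut at about 45% in these data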; note: values of inactives mirror those of a sister screen read the other way
# STAT3 activator = IL-6 driven STAT3 reporter potentiators, primary screen, U3A cells, luciferase, luminescence, MLSCN library; 190,000 tested, 0.91% active; AID 871, 2007; IL-6 STAT3-luciferase reporter; 100% = signal with IL-6 EC80 alone; activation (% of control), % at 5.6 µM;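 active = activation above the screen-wide mean of compound activation plus 3 SD, cut at about 130% in these data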;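 note: 0% = background luminescence of wells with medium and substrate only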
#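 Test system: Human STAT1-deficient U3A cells with stable STAT3-luciferase reporter | Also added: Interleukin-6, 33 ng/mL | Timing: Compound pre-incubation 1 h before IL-6, then 6 h stimulation at 37 °C | Technique: Luciferase reporter luminescence | Read-out: Percent of IL-6-only median luminescence | Benchmarks: IL-6-only wells as 100% reference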
# Active calls of the source: *; · = not tested or not shown.
compound	APP 5'UTR act	FLuc inhib CS	STAT3 inh	RAM network inh	STAT1 inh	NF-kB expr up	Hsp70 activator	STAT1 act	APP 5UTR inh	STAT3 activator
Cc1ccc(Cn2cc(SCC(=O)Nc3nccs3)c3ccccc32)cc1	11	-2	6	2.9	-12	1.1	-0.1	111	-11	102
Cc1cc(C)nc(N/N=C/c2ccccc2OCc2cccc(Br)c2)n1	27	-3	9	-0.3	16	0.95	-0.1	86	-28	92
COc1ccc(CN(CC2CCCO2)C(=O)c2cc3sccc3n2C)c(OC)c1 (stereo unspecified)	-12	0	-2	0.0	3	0.91	-0.4	98	12	103
COC1=C(Nc2ccccc2)C(=O)c2ccccc2C1=O	14	9	-38	1.0	-15	1.2	-0.2	114	-14	134*
O=C(c1cc(S(=O)(=O)N2CCOCC2)ccc1F)N1CCN(Cc2ccccc2)CC1	-1	-4	4	2.5	-6	1.1	-0.2	104	1	101
COC(=O)Cn1c2ccc(OC)cc2c2nc3ccccc3nc21	-12	-6	-14	0.7	1	1.3	0.2	99	12	119
Cc1ccc(S(=O)(=O)/C=C2\NC(=O)CS2)cc1	9	-3	-5	-0.5	-1	1.2	-0.3	101	-9	105
CCOC(=O)COc1ccc(S(=O)(=O)Nc2ccc3c(c2)OCCO3)cc1	·	-4	15	2.8	6	0.77	0.3	92	-21	90
CSc1cccc(NC(=S)N(Cc2ccccc2)Cc2ccccn2)c1	-9	-2	12	1.3	-3	1.1	-0.1	102	9	92
CCn1c(-c2csc3c2CCC(C)C3)n[nH]c1=S (stereo unspecified)	3	0	12	-1.0	2	1.1	-0.3	99	-3	90
C#CCN1C(=O)S/C(=C\c2ccc(N3CCOCC3)cc2C)C1=O	74	17	15	3.8	-36	1.6	0.4	132*	-74	91
O=S(=O)(Cc1ccccc1)N1CCc2ccccc2C1	18	2	23	2.9	-3	1.1	0.1	103	-18	83
COc1cc(N2CCCC2)c(OC)cc1C=O	1	0	11	0.3	4	1.1	-0.1	95	-1	97
CCOC(=O)N1CCC(N2C(=O)c3ccccc3C2Nc2ccccc2C)CC1 (stereo unspecified)	3	-5	2	2.3	6	1.1	0.0	95	-3	103
Cc1cc(C(=O)COC(=O)c2ccc(O)cc2)c(C)n1CCc1ccc(F)cc1	-1	-1	10	2.2	-11	1.3	-0.4	109	2	93
c1csc(-c2nnc(NC3CCCCC3)c3ccccc23)c1	-6	7	27	1.3	-2	0.83	-0.2	102	6	80
O=C(CCSc1ccc(Br)cc1)Nc1cccnc1	14	-7	0	0.0	-5	1.2	-0.1	103	-14	106
CCC(C)n1c(SCC(=O)Nc2cc(C)on2)nc2ccccc2c1=O (stereo unspecified)	-14	1	-8	-1.2	14	2.4	-0.2	87	14	109
Cc1ccccc1C1NC(=S)NC2=C1C(=O)CCC2 (stereo unspecified)	5	-4	5	1.8	-1	1.1	0.0	101	-5	104
COc1cc2c(cc1OC)CN(CC(=O)Nc1ccc(C#N)cc1)CC2	15	0	4	-0.5	2	1.1	0.1	98	-15	97
Cc1ccc(-c2noc(CN(C(=O)CCCCCN3C(=O)c4ccccc4C3=O)C(C)C)n2)cc1	50	4	2	9.8*	2	0.46	-0.2	106	-50	101
Cc1onc(-c2ccccc2Cl)c1C(=O)N1CCN(c2ncccn2)CC1	2	-4	-3	0.4	2	3	-0.1	96	-2	104
COc1cccc(NC(=O)N2CCCC2C(=O)Nc2ccc3c(c2)OCCO3)c1 (stereo unspecified)	-2	-4	9	0.4	-3	1	-0.1	103	2	99
Cc1cc([N+](=O)[O-])nn1CCCC(=O)N1CCN(c2ccccc2)CC1	9	-7	10	1.2	-3	1.1	-0.2	102	-9	92
COc1ccc([N+](=O)[O-])cc1N(CC(=O)Nc1ccccc1C(=O)N1CCCC1)S(C)(=O)=O	38	-5	10	1.0	-2	1.3	-0.1	99	-38	96

# More records follow:
compound	APP 5'UTR act	FLuc inhib CS	STAT3 inh	RAM network inh	STAT1 inh	NF-kB expr up	Hsp70 activator	STAT1 act	APP 5UTR inh	STAT3 activator
CC/C(O)=C1\C(=O)CC(C)(C)CC1=NCCc1nc2ccccc2[nH]1	32	-3	8	-0.9	0	1.1	-0.4	99	-32	96
CCCCSc1cc(=O)n(-c2ccccc2)nc1C(=O)OCC	8	-8	1	-0.6	0	1.1	-0.2	100	-8	106
CC(=O)Nc1cccc(N(C(=O)C2COc3ccccc3O2)C(C(=O)NC2CCCCC2)c2cn(C)nc2C)c1 (stereo unspecified)	-25	-11	5	1.5	4	0.91	1.7	95	25	98
COc1cc(/C=C/C(=O)OCC(=O)Nc2cc(C(F)(F)F)ccc2N2CCOCC2)ccc1O	15	-5	1	6.5	3	1.1	-0.1	97	-15	103
CC1=C([N+](=O)[O-])C(c2cccc(Br)c2)C2=C(N1)c1ccccc1C2=O (stereo unspecified)	-86	0	-76	2.0	-12	4.5*	0.3	111	86*	175*
COc1ccc(C2CC(C(F)(F)F)n3ncc(C(=O)NCC4CCCO4)c3N2)cc1OC (stereo unspecified)	20	-7	-4	-0.3	-5	1.1	-0.4	104	-20	108
CCOC(=O)N1CCN(C(=O)CC(=O)Nc2ccc3nc4n(c(=O)c3c2)CCCCC4)CC1	-1	-3	6	2.0	6	1.1	-0.3	96	1	101
COc1ccccc1NC(=O)/C=C\C(=O)O	19	-8	-5	-0.7	1	1.3	-0.4	98	-19	109
CCC(C)NC(=O)C1CCN(C(=O)c2ccccc2)CC1 (stereo unspecified)	2	0	-4	3.2	12	1	-0.2	89	-2	106
O=C(N/N=C/c1cccs1)c1cc(-c2cccc3ccccc23)n[nH]1	23	3	1	-0.2	-27	1.5	0.0	124	-23	101
Cc1cc(C)cc(N(C(=O)CNS(=O)(=O)c2ccccc2)C(C(=O)NCc2ccccc2)c2ccc(C)o2)c1 (stereo unspecified)	17	-5	-2	4.2	1	0.91	-0.3	99	-17	98
CC1(C)CC(=O)C=C(NCc2ccc(Cl)c(Cl)c2)C1	2	-7	6	0.4	0	1.1	-0.4	100	-2	101
Cc1ccc(N2C(=O)C3C4C=CC(CNC(=S)Nc5cccc(Cl)c5)(O4)C3C2=O)cc1 (stereo unspecified)	16	-5	0	4.3	0	0.93	-0.3	100	-16	98
Cc1cc(/C=N/n2c(COc3ccccc3C)nc3ccccc3c2=O)c(O)c([N+](=O)[O-])c1	-45	18	0	2.7	1	1.9	0.1	99	45*	96
ClC(Br)=C(n1cnc2ccccc21)n1cnc2ccccc21	-2	-7	-30	0.0	2	1	-0.3	98	2	131
Clc1ccc(C2=Nn3c(nnc3-c3n[nH]c4c3CCC4)SC2)cc1	-89	-4	26	2.4	23	1.6	0.3	79	89*	80
Cc1nc2ncnn2c(C)c1CCC(=O)NCCCN1CCN(c2cccc(Cl)c2)CC1	3	-7	12	0.8	0	0.81	-0.5	100	-3	91
COc1ccc(N2C(=O)CC(C3CCCO3)C2=O)cc1 (stereo unspecified)	12	-3	0	2.2	-2	1.1	-0.1	102	-12	105
COC(=O)c1c(NC(=S)Nc2ccccc2Cl)sc(C)c1C	1	-9	18	2.2	2	1.2	0.1	98	-1	94
CCOC(=O)CC1=Nc2ccccc2NC(=O)C1	0	0	10	0.8	0	0.97	-0.2	100	0	93
Cn1cc(Cl)c(-c2nc3ccccc3[nH]2)n1	64	29	2	3.3	-19	2.6	-0.4	118	-64	98
CNC(=O)CC1C(=O)N(c2ccc(Cl)cc2)C(=S)N1CCc1ccc(OC)c(OC)c1 (stereo unspecified)	16	-10	-6	5.8	3	0.9	-0.3	95	-16	109
Nc1ccc(N2CCN(c3ccc(Cl)c(Cl)c3)CC2)cc1	-32	-1	24	0.8	-1	3.4*	-0.3	101	32	82
C=C(C)Cn1c(CCCNC(=O)CCC)nc2ccccc21	24	-8	-4	-0.3	2	0.81	-0.1	99	-24	110
Cc1cccc(NC(=O)C(NS(=O)(=O)c2ccc3c(c2)CCC(=O)N3)c2ccccc2)n1 (stereo unspecified)	7	-5	4	4.5	1	1.1	0.0	99	-7	98

# Random excerpt: 2 entries already listed, in no set order.
compound	APP 5'UTR act	FLuc inhib CS	STAT3 inh	RAM network inh	STAT1 inh	NF-kB expr up	Hsp70 activator	STAT1 act	APP 5UTR inh	STAT3 activator
CC(=O)Nc1cccc(N(C(=O)C2COc3ccccc3O2)C(C(=O)NC2CCCCC2)c2cn(C)nc2C)c1 (stereo unspecified)	-25	-11	5	1.5	4	0.91	1.7	95	25	98
COc1ccc(C2CC(C(F)(F)F)n3ncc(C(=O)NCC4CCCO4)c3N2)cc1OC (stereo unspecified)	20	-7	-4	-0.3	-5	1.1	-0.4	104	-20	108

# (list continues)
compound	APP 5'UTR act	FLuc inhib CS	STAT3 inh	RAM network inh	STAT1 inh	NF-kB expr up	Hsp70 activator	STAT1 act	APP 5UTR inh	STAT3 activator
Cc1ccc(OCC(=O)NNc2c3ccccc3nc3ccccc23)cc1	9	-4	6	3.0	1	1.5	-0.4	99	-9	93
CCOC(=O)C1CCN(c2c(N3CCCC(C(=O)OCC)C3)c(=O)c2=O)CC1 (stereo unspecified)	9	-9	8	0.2	-3	1.2	-0.1	103	-9	97
CC1Cc2ccccc2N1C(=O)c1cnsn1 (stereo unspecified)	-15	-5	-6	0.5	-3	1.2	-0.2	105	15	105
[N-]=[N+]=CC(=O)c1ccnc(C(=O)C=[N+]=[N-])c1	-16	-7	11	1.3	6	0.9	-0.6	95	16	96
CCOC(=O)c1cnc(SCC(=O)Nc2ccc(N3CCOCC3)cc2)nc1N	-9	-2	1	4.0	-3	0.96	-0.3	103	9	104
COc1cc([N+](=O)[O-])c(N2CCOCC2)c([N+](=O)[O-])c1OC	-3	4	1	0.5	-2	1.1	0.2	101	3	103
O=c1onc(-c2cccs2)n1Cc1ccccc1	-6	-6	7	0.3	7	1.1	0.1	94	6	98
S=c1nc(-c2cccc(Cl)c2)[nH][nH]1	-19	-3	9	0.5	-10	2	-0.4	108	19	94
CCC(=O)Nc1c(C)ccc2nsnc12	7	-6	11	0.6	-1	1.2	0.0	102	-7	94
COC(=O)c1c(NC(=O)COC(=O)[C@@H](NS(=O)(=O)c2ccc(C)cc2)C(C)C)sc2c1CCC2	-2	4	4	5.6	-1	0.86	-0.3	100	2	99
O=C(Nc1ccccc1-c1nc2ccccc2s1)c1ccco1	13	-5	12	5.6	0	1.3	-0.4	100	-13	94
CCSc1nc(O)c(Cc2ccccc2)c(=O)[nH]1	2	-7	12	3.8	2	0.91	-0.7	98	-2	95
Cc1onc(-c2c(F)cccc2Cl)c1C(=O)Nc1ccc(S(=O)(=O)Nc2ncccn2)cc1	-8	-6	5	0.2	-3	1.2	-0.2	103	8	103
Cc1ccc(C(NC(=O)NCCCN2CCOCC2)=C(Cl)Cl)cc1F	-6	-3	0	-0.5	0	1.1	-0.5	100	6	100
O=C(Cn1cnc2c(oc3ccccc32)c1=O)NCc1ccccc1	-4	-6	7	3.0	2	1.3	-0.2	98	4	101

# Source: PubChem BioAssay (several laboratories)
